Anthrax LF prot – blocks Bacillus anthracis lethal factor protease | actives 0.12% (n = 360,000) | multiplex microsphere protease cleavage assay, LF | AID 588501 | inhibition, % at 10 µM | P15917; note: plate controls were buffer without enzyme for full effect and enzyme alone for no effect
FadD28 binding – M. tuberculosis FadD28 bisubstrate binding inhibition; inhibition, % at 12.5 µM; FadD28 bisubstrate probe binding, fluorescence polarization; AID 588549; actives 0.22% (n = 360,000); in the data active = inhibition above about 8.5%, passing the limit was not always enough; inconclusive = no clear call, values can overlap the other calls
BoNT-F LC inh – inhibitors of Botulinum neurotoxin F light chain protease; actives 0.22% (n = 360,000); Multiplex microsphere protease cleavage assay, flow cytometry; inhibition, % at 10 µM; in the data active = inhibition above about 35%, passing the limit was not always enough; inconclusive = no clear call, values can overlap the other calls; note: plate controls were buffer without enzyme for full effect and enzyme alone for no effect
PfHsp40 yeast – compounds rescuing yeast from Plasmodium falciparum HSP40 toxicity; S. cerevisiae expressing PfHsp40, growth rescue, ATP luminescence; actives 0.68% (n = 340,000); growth rescue, % at 12.5 µM; AID 504582; in the data active = growth rescue above about 28%, passing the limit was not always enough; inconclusive = no clear call, values can overlap the other calls;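 note: yeast W303a lacking pdr1 and pdr3 grown in galactose medium; growth measured after three days at 30 °C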
Y pestis TopoI – blocks Yersinia pestis topoisomerase I activity. Y. pestis Topo-I cleavage product accumulation, plate reader. activity, % at 10 µM. actives 0.064% (n = 360,000). AID 504884; in the data active = activity above about 50%, passing the limit was not always enough; inconclusive = no clear call, values can overlap the other calls; note: inactives centre near 2
CCHFV vOTU inh – blocks the CCHF virus ovarian tumor domain protease | AID 651958 | inhibition, % at 11.5 µM | actives 0.55% (n = 370,000) | CCHFV vOTU protease, Pep-AMC fluorescence; in the data active = inhibition above about 30%; note: 0% = vehicle wells with enzyme and 100% = no enzyme wells
PrPC TRFRET – inhibitors of human cell surface prion protein PrPC | P04156 | TR-FRET read-out | inhibition, % at 13.8 µM | actives 0.43% (n = 370,000) | AID 720596; in the data active = inhibition above about 24%; note: 0% = median of the test wells and 100% = reference compound wells
TcdB inh – TcdB glycohydrolase inhibition; TcdB glycohydrolase enzymatic assay, plate reader; inhibition, % at 9.99 µM; actives 0.24% (n = 350,000); AID 652162; in the data active = inhibition above about 10%
Target sequence (P18177 whole entry, looked up): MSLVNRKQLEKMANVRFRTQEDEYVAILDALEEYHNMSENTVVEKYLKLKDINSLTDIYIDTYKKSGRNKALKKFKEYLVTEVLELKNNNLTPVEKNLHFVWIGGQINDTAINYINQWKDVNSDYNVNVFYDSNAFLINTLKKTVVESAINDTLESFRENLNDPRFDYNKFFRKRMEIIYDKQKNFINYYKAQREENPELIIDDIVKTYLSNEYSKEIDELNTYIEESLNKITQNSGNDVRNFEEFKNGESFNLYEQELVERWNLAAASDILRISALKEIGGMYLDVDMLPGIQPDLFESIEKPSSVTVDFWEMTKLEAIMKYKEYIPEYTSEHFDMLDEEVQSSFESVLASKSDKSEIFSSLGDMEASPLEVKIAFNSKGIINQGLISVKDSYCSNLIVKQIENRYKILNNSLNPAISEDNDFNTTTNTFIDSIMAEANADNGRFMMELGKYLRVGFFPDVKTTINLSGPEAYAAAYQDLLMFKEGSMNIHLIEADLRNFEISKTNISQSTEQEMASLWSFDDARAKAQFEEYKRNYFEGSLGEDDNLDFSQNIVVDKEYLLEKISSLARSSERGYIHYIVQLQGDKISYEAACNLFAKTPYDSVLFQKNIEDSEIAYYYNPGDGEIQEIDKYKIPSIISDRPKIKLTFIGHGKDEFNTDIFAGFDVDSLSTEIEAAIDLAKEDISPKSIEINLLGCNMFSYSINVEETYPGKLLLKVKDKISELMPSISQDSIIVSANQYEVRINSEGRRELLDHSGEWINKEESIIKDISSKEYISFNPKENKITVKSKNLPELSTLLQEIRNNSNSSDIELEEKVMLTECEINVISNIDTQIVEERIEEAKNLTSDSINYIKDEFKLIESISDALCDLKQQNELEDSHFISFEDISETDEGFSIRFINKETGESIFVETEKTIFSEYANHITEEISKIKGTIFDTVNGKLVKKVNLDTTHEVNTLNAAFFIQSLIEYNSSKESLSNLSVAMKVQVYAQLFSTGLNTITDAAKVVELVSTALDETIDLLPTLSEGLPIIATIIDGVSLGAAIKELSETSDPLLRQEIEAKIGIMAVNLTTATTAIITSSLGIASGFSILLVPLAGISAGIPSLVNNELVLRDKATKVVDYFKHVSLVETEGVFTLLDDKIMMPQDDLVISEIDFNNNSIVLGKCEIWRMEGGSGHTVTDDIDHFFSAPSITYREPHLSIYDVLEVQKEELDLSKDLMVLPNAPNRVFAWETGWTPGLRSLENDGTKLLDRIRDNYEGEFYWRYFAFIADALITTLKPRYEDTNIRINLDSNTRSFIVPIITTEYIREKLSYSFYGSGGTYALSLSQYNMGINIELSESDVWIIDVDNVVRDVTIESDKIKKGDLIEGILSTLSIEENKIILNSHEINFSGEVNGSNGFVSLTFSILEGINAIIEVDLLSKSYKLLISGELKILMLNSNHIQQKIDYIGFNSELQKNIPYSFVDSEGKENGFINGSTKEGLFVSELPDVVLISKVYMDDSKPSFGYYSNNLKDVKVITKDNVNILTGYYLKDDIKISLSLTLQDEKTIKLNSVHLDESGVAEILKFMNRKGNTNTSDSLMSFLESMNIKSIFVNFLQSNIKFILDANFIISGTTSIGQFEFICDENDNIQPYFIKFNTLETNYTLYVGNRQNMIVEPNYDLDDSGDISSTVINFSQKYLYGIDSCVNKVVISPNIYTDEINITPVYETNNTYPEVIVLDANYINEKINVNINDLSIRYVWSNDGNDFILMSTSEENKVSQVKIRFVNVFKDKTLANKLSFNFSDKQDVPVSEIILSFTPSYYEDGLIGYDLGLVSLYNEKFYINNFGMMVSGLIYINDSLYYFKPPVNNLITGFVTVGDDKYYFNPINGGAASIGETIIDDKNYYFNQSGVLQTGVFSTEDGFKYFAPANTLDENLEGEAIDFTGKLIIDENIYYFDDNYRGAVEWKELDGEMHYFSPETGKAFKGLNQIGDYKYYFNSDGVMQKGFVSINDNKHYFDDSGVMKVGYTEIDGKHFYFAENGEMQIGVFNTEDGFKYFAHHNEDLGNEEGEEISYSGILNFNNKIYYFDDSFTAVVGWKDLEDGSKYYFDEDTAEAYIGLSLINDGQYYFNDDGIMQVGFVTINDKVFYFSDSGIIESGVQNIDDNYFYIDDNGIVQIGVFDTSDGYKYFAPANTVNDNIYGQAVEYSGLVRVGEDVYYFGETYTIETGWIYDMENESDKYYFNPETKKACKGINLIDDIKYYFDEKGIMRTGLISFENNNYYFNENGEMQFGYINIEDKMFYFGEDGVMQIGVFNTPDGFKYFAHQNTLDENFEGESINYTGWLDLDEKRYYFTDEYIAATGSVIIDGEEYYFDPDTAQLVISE
BoNT-A LC inh2 – blocks Botulinum neurotoxin A light chain protease. multiplex microsphere protease substrate cleavage, flow cytometry. inhibition, % at 10 µM. actives 0.17% (n = 360,000). AID 588499; note: plate controls were buffer without enzyme for full effect and enzyme alone for no effect
* marks the source's active call; other numbers are inactive results; ? = inconclusive; · = no result given. Cut-off read from the data, not from the text of the source, unless noted: active = inhibition above about 30%; inconclusive = no clear call, values can overlap the other calls; inactive = below that.

SMILES	Anthrax LF prot	FadD28 binding	BoNT-F LC inh	PfHsp40 yeast	Y pestis TopoI	CCHFV vOTU inh	PrPC TRFRET	TcdB inh	BoNT-A LC inh2
Cc1nn(Cc2ccc([N+](=O)[O-])cc2)c(=O)n1-c1ccc(F)cc1	-38	0.8	0	-0.2	9	3	-7	·	?
Cc1cccn2cc(CNC(=O)c3ccc(Br)o3)nc12	-1	-0.9	0	-0.3	2	-3	3	-0.4	0.2
CCC(=O)NC1(C(F)(F)F)C(=O)Nc2c1c(=O)[nH]c(=O)n2Cc1ccco1 (stereo not given)	-6	-0.5	-1	0.7	-8	14	0	·	-0.3
CC(C)=CC[N+]1(C)CCCCC1	2	-0.3	-2	0.0	-5	4	-2	0.8	-0.5
CC1CN(S(=O)(=O)c2cccc(C(=O)NN3CCN(C)CC3)c2)CC(C)O1 (stereo not given)	-10	-2.3	-3	-0.9	4	-9	5	·	-0.2
Nc1nc(SCC(=O)NCc2ccc(F)cc2)[nH]c(=O)c1NC(=O)c1ccc(Cl)cc1	0	-1.3	0	-0.9	1	-7	8	·	0.4
CSc1cccc(NC(=S)N(Cc2ccc(C)cc2)Cc2cccnc2)c1	2	2.3	0	0.1	1	5	10	1.5	-0.3
C(=N\N1CCN(Cc2ccccc2)CC1)/c1cccs1	-4	-3.9	8	0.8	6	21	-2	·	0.5
CN1CCc2cc3c(cc2C1)OCO3	1	-4.5	1	-1.9	2	14	7	-9.3	0.2
COc1ccc(C(=O)OC(C)C(=O)NC(C)CCc2ccccc2)cc1[N+](=O)[O-] (stereo not given)	4	-0.7	6	-0.8	9	7	-4	1.0	1.2
COc1ccc(-n2ncc3c(NC(C)C)ncnc32)cc1	-2	-0.4	-1	1.1	-3	-1	3	·	-0.5
CSCC[C@H](NC(=O)Nc1ccc(OC(F)(F)F)cc1)C(=O)O	6	-0.8	-4	-1.2	4	6	1	0.9	-1.1
Cc1ccc(S(=O)(=O)N[C@H](C(=O)N2CCC(C(=O)N3CCC[C@H]3C(=O)O)CC2)C(C)C)cc1	4	0.2	-13	-0.7	-11	12	3	·	0.8
NS(=O)(=O)OCCCc1ccc(C(F)(F)F)cc1	-9	-1.8	-1	6.5	-4	19	1	-6.8	-0.7
CC1C(=O)Nc2ccc(S(=O)(=O)N3CCCCCC3)cc21 (stereo not given)	2	-2.4	-3	0.2	3	-12	-2	-2.2	-0.1
C=CCn1c(SCC(=O)Nc2nnc(C)s2)nnc1-c1cccnc1	1	0.7	0	-0.3	5	-6	-4	-0.1	0.4
CCOc1ccc(CNC(=O)CCCn2nc(C)c3c(C)n(-c4ccc(C)cc4)nc3c2=O)cc1	-1	-4.3	4	-0.5	13	0	-2	-0.4	1.5
CCOc1ccc(/C=N/n2c(C3CCCCC3)n[nH]c2=S)cc1	-6	·	-5	3.5	30	1	3	0.9	-1.8
O=C(CNC(=O)c1ccc(S(=O)(=O)N2CCCC2)cc1)N/N=C/c1c(Cl)cccc1Cl	1	-3.7	0	1.5	32	-3	1	·	0.9
CCOCCCNC(=O)C1CCN(S(=O)(=O)c2ccc(C)cc2)CC1	-3	-2.3	0	-1.0	-3	-7	5	·	-0.3
CCCNC(=O)N1[C@H]2CC[C@@H]1C(C(=O)OC)=C(c1cccc(OC)c1OC)C2	-5	-3.7	0	-1.8	-8	0	-3	-0.5	0.1
COc1ccccc1OCCn1c(=S)[nH]c2ccccc21	12	-0.1	-11	-0.6	0	5	7	-1.4	0.0
Cn1cnnc1Sc1ccc(C(=O)OCC(=O)NCC(F)(F)F)cc1[N+](=O)[O-]	-1	-1.5	1	0.8	-11	13	-29	-0.1	0.4
O=C(/C=C/c1cc([N+](=O)[O-])ccc1OC(F)F)Nc1cccc(OC(F)F)c1	0	-0.7	2	-2.4	-19	-3	-4	0.6	0.4

Given in markdown: part of the list above
| mol | Anthrax LF prot | FadD28 binding | BoNT-F LC inh | PfHsp40 yeast | Y pestis TopoI | CCHFV vOTU inh | PrPC TRFRET | TcdB inh | BoNT-A LC inh2 |
| --- | --- | --- | --- | --- | --- | --- | --- | --- | --- |
| CN1CCc2cc3c(cc2C1)OCO3 | 1 | -4.5 | 1 | -1.9 | 2 | 14 | 7 | -9.3 | 0.2 |
| COc1ccc(C(=O)OC(C)C(=O)NC(C)CCc2ccccc2)cc1[N+](=O)[O-] (stereo not given) | 4 | -0.7 | 6 | -0.8 | 9 | 7 | -4 | 1.0 | 1.2 |
| COc1ccc(-n2ncc3c(NC(C)C)ncnc32)cc1 | -2 | -0.4 | -1 | 1.1 | -3 | -1 | 3 | · | -0.5 |
| CSCC[C@H](NC(=O)Nc1ccc(OC(F)(F)F)cc1)C(=O)O | 6 | -0.8 | -4 | -1.2 | 4 | 6 | 1 | 0.9 | -1.1 |
| Cc1ccc(S(=O)(=O)N[C@H](C(=O)N2CCC(C(=O)N3CCC[C@H]3C(=O)O)CC2)C(C)C)cc1 | 4 | 0.2 | -13 | -0.7 | -11 | 12 | 3 | · | 0.8 |
| NS(=O)(=O)OCCCc1ccc(C(F)(F)F)cc1 | -9 | -1.8 | -1 | 6.5 | -4 | 19 | 1 | -6.8 | -0.7 |
| CC1C(=O)Nc2ccc(S(=O)(=O)N3CCCCCC3)cc21 (stereo not given) | 2 | -2.4 | -3 | 0.2 | 3 | -12 | -2 | -2.2 | -0.1 |
| C=CCn1c(SCC(=O)Nc2nnc(C)s2)nnc1-c1cccnc1 | 1 | 0.7 | 0 | -0.3 | 5 | -6 | -4 | -0.1 | 0.4 |
| CCOc1ccc(CNC(=O)CCCn2nc(C)c3c(C)n(-c4ccc(C)cc4)nc3c2=O)cc1 | -1 | -4.3 | 4 | -0.5 | 13 | 0 | -2 | -0.4 | 1.5 |
| CCOc1ccc(/C=N/n2c(C3CCCCC3)n[nH]c2=S)cc1 | -6 | · | -5 | 3.5 | 30 | 1 | 3 | 0.9 | -1.8 |
| O=C(CNC(=O)c1ccc(S(=O)(=O)N2CCCC2)cc1)N/N=C/c1c(Cl)cccc1Cl | 1 | -3.7 | 0 | 1.5 | 32 | -3 | 1 | · | 0.9 |
| CCOCCCNC(=O)C1CCN(S(=O)(=O)c2ccc(C)cc2)CC1 | -3 | -2.3 | 0 | -1.0 | -3 | -7 | 5 | · | -0.3 |
| CCCNC(=O)N1[C@H]2CC[C@@H]1C(C(=O)OC)=C(c1cccc(OC)c1OC)C2 | -5 | -3.7 | 0 | -1.8 | -8 | 0 | -3 | -0.5 | 0.1 |

New compounds follow.
SMILES	Anthrax LF prot	FadD28 binding	BoNT-F LC inh	PfHsp40 yeast	Y pestis TopoI	CCHFV vOTU inh	PrPC TRFRET	TcdB inh	BoNT-A LC inh2
COc1ccc(C(=O)COC(=O)CN2C(=O)C3C4C=CC(C4)C3C2=O)cc1 (stereo not given)	-2	-0.1	-13	4.6	-2	-4	-4	·	0.0
CN(CC(=O)NCc1ccccc1Cl)S(=O)(=O)c1ccc2c(c1)n(C)c(=O)c(=O)n2C	2	-5.1	-17	-0.5	-9	1	8	-0.9	-7.2
COc1ccc(OC)c(NC(=O)CNC(=O)c2ccc([N+](=O)[O-])cc2)c1	9	0.9	2	0.1	7	-5	-25	1.6	0.2
COc1ccc(S(=O)(=O)N2CCC(C(=O)Oc3cccc(C)c3)CC2)cc1OC	·	0.0	·	-1.8	39	-7	4	2.5	·
Cc1csc(SCC(=O)N(C)c2c(N)n(Cc3ccccc3)c(=O)[nH]c2=O)n1	-10	-1.4	-3	-1.0	4	-4	-8	1.8	-1.4
COc1cc2sc(-c3ccccc3OC)c(-c3ccc(OCCN4CCOCC4)cc3)c2cc1OC	-7	0.3	-1	-1.3	35	·	·	·	-0.5
Cc1ccc(C)c(OCc2ccc(C(=O)NN)o2)c1	-1	-3.1	-8	1.7	-6	-4	1	-1.7	0.1
Cc1cccc(NC(=O)c2ccc(-n3ccnc3)nc2)c1	-18	-0.2	-22	1.1	4	3	4	·	-4.7
Cc1ccc(C(=O)OCC(=O)NCC2COc3ccccc3O2)cc1 (stereo not given)	-9	-0.7	6	0.0	-7	4	6	0.8	0.5
CCN(CC)CCNC(=O)c1ccc(NC2=NC3CS(=O)(=O)CC3S2)cc1 (stereo not given)	2	0.6	-11	-0.4	0	-8	-1	1.0	-0.9
CCOC(=O)CSc1nc(=O)n2ccc(C)cc2n1	-4	-1.7	-6	0.8	8	-6	-9	1.6	-0.7
COc1ccc(N2CCN(C(=O)CN(C)S(=O)(=O)c3ccc4c(c3)c(=O)n(C)c(=O)n4C)CC2)cc1	-5	-2.0	-3	-1.1	5	2	0	0.8	-0.7
O=C(CC1C(=O)NCCN1C/C=C/c1ccccc1)NCCc1ccncc1 (stereo not given)	0	-0.6	-4	0.2	8	1	-4	1.7	-0.1
Nc1c(N(Cc2ccco2)C(=O)COc2ccc(Cl)cc2)c(=O)[nH]c(=O)n1Cc1ccccc1	·	-1.1	·	-1.1	-7	16	0	0.1	·
S=c1nc(NCc2ccc3c(c2)OCO3)c2ccccc2[nH]1	-2	-1.4	-2	-0.2	1	-4	8	0.3	-0.8
N#Cc1cnc2sc3ccccc3n2c1=N	-4	0.0	2	-1.3	3	2	9	·	0.0
CCOc1ccc(CCNC(=O)CCS(=O)(=O)c2ccc(OC)cc2)cc1OCC	-1	-3.6	-3	-0.3	-5	-1	-1	0.8	-0.1
O=C(CNC(=O)c1cccs1)NCC(=O)OCc1ccc(Cl)cc1	-2	0.7	0	-1.1	8	-2	-6	·	1.0
Cn1c(=O)[nH]c(=O)c2c1nc(N/N=C/C(Br)=C/c1ccccc1)n2CCO	·	0.1	·	-0.7	0	0	-9	-2.0	·
Nn1c(SCC(=O)NC2CCS(=O)(=O)C2)nnc1-c1ccco1 (stereo not given)	-1	-4.0	4	2.2	6	-6	-10	0.3	-0.2
O=C(COc1ccccc1)Nc1ncc2c(n1)CCCC2=O	4	-1.7	12	0.4	3	-1	-4	·	1.1
CC(C)(C)OC(=O)C[C@@H]1C/C=C\C[C@@H](CC(=O)N(CCO)Cc2ccccc2)C(=O)NCCOC1=O	-8	2.6	2	-0.3	8	-8	1	0.5	0.1
COc1cccc(OCC(=O)NNC(=O)c2ccc3ccccc3c2O)c1	2	-1.6	-4	-0.8	-7	-4	-1	0.3	1.2
Cc1ccc(SC2=C(N(C)C)C(=O)c3ccccc3C2=O)cc1	-2	-2.5	-15	-0.1	-16	16	-26	0.2	-0.5
C=CCOc1ccc(CNC(C)(C)CO)cc1OCC	-2	-1.5	-4	1.0	-1	-7	-7	·	-0.1
C/C(=N\Nc1nc(C)cc(C)n1)c1ccc(N2CCOCC2)cc1	4	-3.4	6	0.0	-5	6	16	-1.6	-0.1
O=C(NNC(=O)c1ccc(-c2ccc([N+](=O)[O-])cc2)o1)c1ccncc1	·	-1.0	·	-1.5	-8	7	-34	0.3	·
C/C(=N\NC(N)=O)c1c(F)cccc1F	-10	-0.3	?	0.4	0	3	5	0.0	3.0
O=C(CC1C[C@H](C(=O)N2CCCCC2)[C@@]2(CCc3ccccc3)c3[nH]c4ccccc4c3CCN2C1=O)NCCc1ccccn1 (stereo not given in full)	3	-1.7	-6	-0.7	13	10	-4	1.1	0.1
CC(=O)N(O)c1ccc(C=Cc2ccccc2)cc1	-6	-1.1	-11	·	·	7	-5	0.1	-0.4
CC1(C)Cc2c(sc(NC(=O)c3ccco3)c2C#N)CO1	-3	0.4	-7	-0.8	0	8	1	·	-0.8
CCC1(CCC(C)C)C(=O)NC(=O)N(c2ccccc2)C1=O (stereo not given)	2	·	10	·	·	14	4	1.3	0.2
COC(=O)c1c(NC(=O)CC2Nc3ccccc3NC2=O)sc(C)c1C (stereo not given)	-5	-1.4	-10	-1.3	-2	6	2	0.8	0.0

An excerpt from above in order of heavy-atom count, largest number first:
SMILES	Anthrax LF prot	FadD28 binding	BoNT-F LC inh	PfHsp40 yeast	Y pestis TopoI	CCHFV vOTU inh	PrPC TRFRET	TcdB inh	BoNT-A LC inh2
O=C(CC1C[C@H](C(=O)N2CCCCC2)[C@@]2(CCc3ccccc3)c3[nH]c4ccccc4c3CCN2C1=O)NCCc1ccccn1 (stereo not given in full)	3	-1.7	-6	-0.7	13	10	-4	1.1	0.1
O=C(NNC(=O)c1ccc(-c2ccc([N+](=O)[O-])cc2)o1)c1ccncc1	·	-1.0	·	-1.5	-8	7	-34	0.3	·
CC(=O)N(O)c1ccc(C=Cc2ccccc2)cc1	-6	-1.1	-11	·	·	7	-5	0.1	-0.4

Compounds were not picked by outcome. Share with any hit: about 2.3%.
